# Anesthetic bind – qHTS Assay for Identification of Novel General Anesthetics. Ferritin light chain (Equus caballus), P02791. Potency, µM (top dose mostly 77.5 µM), for the others: at the top dose activity change, negative = displacement, actives largely listed as inhibitors. hit rate 0.074% among 350,000. apoferritin/1-aminoanthracene competitive binding, fluorescence; further: potency means the concentration at half of the fitted maximal effect; on the % scale 0 is the no-effect control and ±100 the full control effect; nearly all actives have a fitted effect of over 20% in size
# Target sequence (P02791 2-175 limits assumed): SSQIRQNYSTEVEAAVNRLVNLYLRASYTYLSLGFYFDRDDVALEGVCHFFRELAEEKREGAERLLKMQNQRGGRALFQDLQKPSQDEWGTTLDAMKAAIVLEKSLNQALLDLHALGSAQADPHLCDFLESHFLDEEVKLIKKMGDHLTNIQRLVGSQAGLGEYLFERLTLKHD
#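 Steps: apoferritin (10 uM) was premixed with half-saturated 1-AMA in PBS, compounds were pin-transferred, plates stood 10 min at room temperature, fluorescence was read at 380/535 nm, and curves were fitted with a Hill equation.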
# Pol eta inh – qHTS for Inhibitors of Polymerase Eta; recombinant Pol eta, fluorescent DNA replication assay; Potency, µM (highest dose often 114 µM), for inactives: at the highest dose activity change, negative = inhibition, actives largely listed as inhibitors; hit rate 1.2% among 390,000; DNA polymerase eta (Homo sapiens), Q9Y253; further: potency means the concentration at half of the fitted maximal effect; on the % scale 0 is the no-effect control and ±100 the full control effect
# Target sequence (Q9Y253 whole entry, looked up): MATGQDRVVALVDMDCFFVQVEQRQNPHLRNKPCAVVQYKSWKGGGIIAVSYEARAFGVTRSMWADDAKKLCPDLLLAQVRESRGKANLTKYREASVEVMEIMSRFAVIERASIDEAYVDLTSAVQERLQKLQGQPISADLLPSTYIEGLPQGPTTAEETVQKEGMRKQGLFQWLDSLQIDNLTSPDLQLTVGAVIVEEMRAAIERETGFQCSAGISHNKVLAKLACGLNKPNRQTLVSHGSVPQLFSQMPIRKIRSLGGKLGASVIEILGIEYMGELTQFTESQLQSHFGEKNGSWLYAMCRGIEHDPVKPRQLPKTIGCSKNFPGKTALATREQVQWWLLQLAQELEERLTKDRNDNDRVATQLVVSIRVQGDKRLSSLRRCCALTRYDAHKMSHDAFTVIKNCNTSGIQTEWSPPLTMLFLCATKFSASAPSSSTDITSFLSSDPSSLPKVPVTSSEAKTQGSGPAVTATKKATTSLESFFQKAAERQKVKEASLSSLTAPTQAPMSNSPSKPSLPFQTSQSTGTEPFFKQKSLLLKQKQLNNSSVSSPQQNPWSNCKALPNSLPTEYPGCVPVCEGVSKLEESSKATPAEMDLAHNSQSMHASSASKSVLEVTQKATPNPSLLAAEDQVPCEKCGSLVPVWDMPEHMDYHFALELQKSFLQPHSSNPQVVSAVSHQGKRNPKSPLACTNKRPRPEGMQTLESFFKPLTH
#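 Pol eta (10 nM) was preincubated with compounds for 15 min at room temperature, after which fluorescent replication substrate (50 nM final) was added to start the reaction. Fluorescence was read kinetically at 0 and 10 min.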
# APE1 inh – qHTS Assay for Inhibitors of the Human Apurinic/apyrimidinic Endonuclease 1 (APE1); DNA repair nuclease/redox regulator APEX1 (Homo sapiens), P27695; recombinant APE1, TAMRA/BHQ-2 abasic DNA cleavage fluorescence; Potency, µM (doses to about 65.8 µM), for inactives: top-dose activity change, negative = inhibition, most hits filed as inhibitors; hit rate 0.35% among 350,000; AID 2517, 2012;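 further: potency means the concentration at half of the fitted maximal effect; plate controls were vehicle for no effect and reference inhibitor for full effect; nearly all actives have a fitted effect of over 55% in size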
#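 APE1 at 0.75 nM preincubated 15 min at room temperature with compound. Reaction then started with 50 nM double-stranded THF-abasic substrate labelled with TAMRA/BHQ-2, and 525/598 nm fluorescence read kinetically. Activity taken as third-minus-first read difference, normalized to DMSO and NSC13755 controls.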
# RGS4 inhibitor – Inhibitors of Regulator of G Protein Signaling (RGS) 4: qHTS; Regulator of G-protein signaling 4 (Homo sapiens), P49798; Transcreener GDP fluorescence polarization, RGS4-accelerated GTP hydrolysis; Potency, µM (highest dose often 114 µM), without a hit: top-dose activity change, negative = inhibition, actives largely listed as inhibitors; hit rate 0.039% among 390,000; AID 504845, 2011; further: potency means the concentration at half of the fitted maximal effect; on the % scale 0 is the no-effect control and ±100 the full control effect; nearly all actives have a fitted effect of over 75% in size; some results filed as inactive show a strong effect at the top dose
# Target sequence (P49798 whole entry, looked up): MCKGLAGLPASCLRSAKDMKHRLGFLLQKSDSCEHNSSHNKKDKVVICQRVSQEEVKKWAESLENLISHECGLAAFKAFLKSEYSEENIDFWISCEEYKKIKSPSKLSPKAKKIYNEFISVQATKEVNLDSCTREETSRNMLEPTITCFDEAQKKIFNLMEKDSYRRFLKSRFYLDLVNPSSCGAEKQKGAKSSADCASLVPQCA
#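 MLSMR compounds (23 nl, pin-transferred) preincubated 10 min at room temperature with a 500nM (2x) first reagent, then RGS4 at 900nM (2x) plus Transcreener GDP mix added; fluorescence polarization (620/688 nm) read before and after 90 min at 30 °C.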
# LDHA inh – qHTS assay for inhibitors of human lactate dehydrogenase | L-lactate dehydrogenase A chain (Homo sapiens), P00338 | purified LDHA, NADH/diaphorase-resazurin fluorescence; active compounds read low | activity change, % (values are at about 110 or 230 µM) | hit rate 0.15% among 480,000 | AID 1347041, 2019; in the data active means activity change below about -30%; inconclusive means mostly about -25% to -30%;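 further: plate controls were DMSO wells for no effect and wells without enzyme for full effect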
#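 Human LDH5 (2 nM) was incubated with 0.06 mM NADH and 0.2 mM pyruvate for 5 min at room temperature in Tris pH 7.4. Remaining NADH was coupled through diaphorase/resazurin, and resorufin fluorescence was read at 0 and 20 min.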
# ERG Ets-DNA blk – qHTS for Small Molecule Inhibitors of the ERG Ets/DNA interaction; Transcriptional regulator ERG (Homo sapiens), P11308; fluorescence polarization, His-ERG Ets domain / labelled DNA; Potency, µM (series often up to 76.9 µM), inactives show top-dose FP activity, negative = inhibition, actives largely listed as inhibitors; hit rate 0.028% among 370,000; AID 624246, 2012; active means well fitted inhibition curve with a large enough effect in the polarisation, with a control signal flat; inconclusive means small, poorly fitted or top-dose-only effect, or effect the other way, or a change in a side signal; inactive means no such curve, though single readings can be large or run the other way; the % refers to the polarisation;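 further: polarization taken with two DNA probes labelled with fluorescein and Texas red; potency means the concentration at half of the fitted maximal effect; % of control where 0% means no effect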
#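 His-tagged ERG Ets domain (1 uM in the protein solution; 300mM KCl, 50mM Tris-HCl, 1mM EDTA, 1mM DTT, pH 7.5) received compound, then a probe mix of 5 nM fluorescein-DNA and 100nM Texas-615-DNA. Fluorescence polarization was read for both dyes.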
# POLB inh – qHTS Assay for Inhibitors of DNA Polymerase Beta | AID 485314, 2010 | hit rate 1.3% among 340,000 | P06746 | Potency, µM (top dose mostly 114 µM), without a hit: top-dose activity change, negative = inhibition, hits mostly inhibitors | Pol beta primer extension/strand displacement, fluorescence kinetic; further: potency means the concentration at half of the fitted maximal effect; on the % scale 0 is the no-effect control and ±100 the full control effect
#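 Pol beta (10 nM) and compounds were preincubated 15 min at room temperature, then 50 nM substrate (final) started primer extension/strand displacement. Reads were taken at 0 and 10 min; concentration-response data were fitted to a four-parameter Hill equation.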
# ALOX12 inh – Primary qHTS assay for inhibitors of human arachidonate 12S-lipoxygenase (ALOX12): Round 2 | Polyunsaturated fatty acid lipoxygenase ALOX12 (Homo sapiens), P18054 | purified 12hLO, xylenol orange hydroperoxide absorbance | Potency, µM (highest dose often 108 µM), for the others: at the highest dose activity change, negative = inhibition, actives largely listed as inhibitors | hit rate 1.1% among 580,000; further: potency means the concentration at half of the fitted maximal effect; on the % scale 0 is the no-effect control and ±100 the full control effect
#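 Hydroperoxide product was detected by ferrous iron/xylenol orange as the 573 to 405 nm absorbance ratio. Arachidonic acid at 40 uM (final) was turned over for 30 min at room temperature by 150 nM human 12hLO, pH 7.0 Hepes buffer, after 15 min compound preincubation.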
# Pol kappa inh – qHTS for Inhibitors of Polymerase Kappa | purified Pol kappa, fluorescent DNA synthesis assay, 10 min | AID 588579, 2011 | hit rate 0.53% among 400,000 | Potency, µM (top dose mostly 107 µM), without a hit: top-dose activity, negative = inhibition, actives largely listed as inhibitors | DNA polymerase kappa (Homo sapiens), Q9UBT6; further: potency means the concentration at half of the fitted maximal effect; on the % scale 0 is the no-effect control and ±100 the full control effect
#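 First, compounds were pin-transferred onto 10 nM Pol kappa. After 15 min at room temperature, substrate was added to 50 nM final. Fluorescence was then measured kinetically at 0 and 10 min.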
# Starred values were filed as active, the others as inactive; ? = inconclusive; nt = no result given; [ ] = remark or other dose. Unless noted, the call rests on the fitted dose curve; in most records, active means well fitted curve in the direction sought with a large enough effect; inconclusive means small, poorly fitted or top-dose-only effect, or another doubt; inactive means no such curve, though single readings can be large; an effect the other way counts as inactive or inconclusive. An excerpt. The share of hits here may be higher or lower than overall.
SMILES,Anesthetic bind,Pol eta inh,APE1 inh,RGS4 inhibitor,LDHA inh,ERG Ets-DNA blk,POLB inh,ALOX12 inh,Pol kappa inh
CCOC(=O)C1CN(S(=O)(=O)c2ccc(C)cc2)CCN1S(=O)(=O)c1ccc(C)cc1 (centres undefined),13%,8%,-10%,21%,-3,nt,-7%,11%,-8%
Cc1c(Cl)cccc1NC(=O)CCn1nc(C)c2c(C)n(-c3ccccc3)nc2c1=O,-2%,-11%,nt,-4%,0,3%,0%,-18%,3%
Nc1ccnn1Cc1ccc(Br)s1,-1%,-10%,8%,-24%,-2,-9%,9%[57.1 µM],-16%,-12%
CCN(CC(=O)NCc1cccs1)C(=O)c1cc(S(=O)(=O)N2CCOCC2)ccc1C,-5%,-7%,-1%,?,-1,3%,?,85%[activator][57.4 µM],6%
O=C1COc2ccccc2N1Cc1ccccc1Cl,?,-11%,-3%,12%[56.9 µM],1,-3%,17%,-12%,-9%
COc1ccc(NC(=O)c2nnn(Cc3nc(-c4cc(OC)c(OC)c(OC)c4)oc3C)c2C)cc1,3%,-5%,nt,-10%,-6,-2%,13%,-24%,1%
C=CCNc1nc(Nc2ccccc2F)nc(OCC)n1,-13%,-3%,-1%,11%,-4,-3%,3%,1%,-12%
Clc1cccc(Nc2nc(-c3ccncc3)nc3ccccc23)c1,-3%,-20%,20%,?,-2,-4%,28%,60%[activator],0%
COc1cc(CNc2ccc(S(N)(=O)=O)cc2)ccc1OCc1ccccc1F,nt,-10%,nt,-2%,-2,-7%,nt,-23%,-13%
CC(C)=CCC12Oc3cc(O)ccc3C1(O)Oc1cc3c(c(O)c1C2=O)C=CC(C)(C)O3 (centres undefined),nt,-6%,nt,-4%,7,-16%,nt,nt,-4%
COc1ccc(NC(=O)CCC(=O)c2cc(C)sc2C)cc1,nt,-14%,-1%,-6%,-3,6%,nt,-23%,-5%
Cn1nnnc1SCCNCc1cccc2ccccc12,-10%,-5%,15%,16%,-3,-1%,-2%,-15%,-4%
CCOC(=O)C1CCCc2c1[nH]c1c(C(=O)O)cccc21 (centres undefined),-6%,-7%,-7%,-17%,16,nt,-1%,-16%,-2%
COc1ccc(-c2noc3c2-c2nc(-c4c(F)cccc4F)sc2CC3)cc1,-11%,1%,1%,21%,1,13%,99%,?,-1%
N#C/C(=C\Nc1ccc2cn[nH]c2c1)c1nc(-c2ccccc2)cs1,-1%,-5%,-4%,-24%,3,-3%,8%,-1%,-5%
O=C(NCc1cc(C(F)(F)F)cc(C(F)(F)F)c1)C1CC(c2cccc([N+](=O)[O-])c2)=NO1 (centres undefined),?,-17%,-1%,6%,0,8%,29%,4%,13%
O=CN1CCN(C(=O)c2ccccc2Cl)CC1,-10%,-15%,1%,-5%,-10,-1%,3%,28%,-13%
C=C1C(O)C[C@H]2C(=C)CCC3[C@H](OC(=O)[C@]3(O)CO)[C@@H]12 (some centres undefined),2%,6%,16%,-2%,1,13%,-14%,1%,6%
Cc1nc(SCc2ccc(Cl)c(Cl)c2)n[nH]1,?,-19%,-1%,16%,-3,9%,-5%,9%,4%
COC(=O)COc1ccc(=O)n(-c2ccccc2)n1,-14%,-10%,-4%,-27%,0,-6%,4%,0%,-5%
COc1ccc(O)c(C(=O)c2cnn(S(=O)(=O)c3ccc(C)cc3)c2)c1,nt,-14%,0%,2%,-6,1%,nt,346%[activator],-6%
O=C(Cn1c(=O)n(Cc2ccco2)c(=O)c2sc3ccccc3c21)Nc1ccccc1C(F)(F)F,-14%,-14%,nt,-32%,-3,0%,?,?,-9%
Cc1ccc(CNC(=O)CN(Cc2cccs2)C(=O)C2(C)CC(=O)N=C3C=CC=CN32)cc1 (centres undefined),-4%,-2%,1%,8%,-9,-10%,-1%,-1%,-28%
Oc1ccc(Cl)cc1CNCC1CCCO1 (centres undefined),-15%,1%,-2%,-5%,-4,-23%,-9%,-9%,4%
CCOC(=O)c1cnc(Nc2nc3ccccc3o2)nc1CSC(=S)N1CCCCC1,-11%,-9%,2%,-11%,-4,7%,-17%,-10%,1%
COC(=O)c1ccccc1NC(=S)N1CCOCC1,-4%,9%,14%,3%,-5,1%,29%,0%,-6%
Cc1ccc(-n2c(CNc3ccc(F)cc3)nnc2SCC(=O)N2CCCC2)cc1,-20%,-2%,3%,21%,1,2%,-2%,-24%,-17%
c1ccc(-c2nnc(CN3CCCc4ccccc43)o2)cc1,-1%,-11%,-10%,-14%[11.4 µM],9,8%,15%,0%,-16%
N#Cc1nc(Cl)c(Cl)c(NN)c1Cl,-12%,-10%,11%,-6%,-6,2%,30%,9%,-11%
COc1ccc(/C=C(\NC(=O)c2ccccc2)C(=O)NC2CCS(=O)(=O)C2)cc1 (centres undefined),-5%,3%,4%,8%[11.4 µM],-4,10%,?,-8%,4%

# Only LDHA inh and APE1 inh (two entries from above):
SMILES | LDHA inh | APE1 inh
O=CN1CCN(C(=O)c2ccccc2Cl)CC1 | -10 | 1%
C=C1C(O)C[C@H]2C(=C)CCC3[C@H](OC(=O)[C@]3(O)CO)[C@@H]12 (some centres undefined) | 1 | 16%

# Among those listed so far, two have a cyano group:
SMILES,Anesthetic bind,Pol eta inh,APE1 inh,RGS4 inhibitor,LDHA inh,ERG Ets-DNA blk,POLB inh,ALOX12 inh,Pol kappa inh
N#C/C(=C\Nc1ccc2cn[nH]c2c1)c1nc(-c2ccccc2)cs1,-1%,-5%,-4%,-24%,3,-3%,8%,-1%,-5%
N#Cc1nc(Cl)c(Cl)c(NN)c1Cl,-12%,-10%,11%,-6%,-6,2%,30%,9%,-11%

# Carrying on.
SMILES,Anesthetic bind,Pol eta inh,APE1 inh,RGS4 inhibitor,LDHA inh,ERG Ets-DNA blk,POLB inh,ALOX12 inh,Pol kappa inh
O=C(Nc1cccc(-c2cccc(Cl)c2)c1)C1CCN(Cc2ccc(CO)o2)CC1,-13%,-12%,12%,-13%,0,2%,3%,0%,-1%
Cn1nc(-c2ccc(Cl)cc2)cc1NC(=O)Nc1ccccc1,-12%,-8%,-2%,-12%,-1,3%,20%,0%,-4%
Cc1ccc(CNC(=O)c2ccc(NC(=O)N3CCSc4ncccc43)cc2)cc1,-13%,-15%,nt,-5%,4,-8%,-1%,0%,-14%[60.1 µM]
C/C(=N/NC(=O)c1cc(-c2ccccc2)nc2c(Cl)cccc12)c1cccnc1,-6%,-1%,-3%,-33%,-10,-9%,37%,13%,-14%
COCCN(C(=O)COC(=O)CSc1ccccc1)c1c(N)n(Cc2ccccc2)c(=O)[nH]c1=O,nt,1%,-1%,14%,-7,-10%,nt,-8%,-7%
CC(C)CCC(C(=O)O)C(C)CC(=O)Nc1ccn(-c2ccccc2)n1 (centres undefined),3%,-13%,10%,-7%,0,7%,0%,0%,6%
O=C(N=c1nc2ccccn2s1)c1ccccc1,1%,4%,1%,23%,-7,-11%,6%,-11%,4%
CCOC(=O)c1ccc(N2C(=O)CC(Sc3nc(O)c(CC)c(=O)[nH]3)C2=O)cc1 (centres undefined),-11%,-4%,12%,-4%,-6,-1%,36%,-22%,-16%
Cc1ccc(S(=O)(=O)N(C)C)cc1NC(=O)C1CCCN(C(=O)c2ccc(Cl)cc2)C1 (centres undefined),nt,-8%,1%,11%,-3,-8%,nt,13%,-5%
O=C(CN(C(=O)c1csnn1)c1cccc2c1CCCC2)NCc1ccccc1,-11%,-9%,-9%,11%,-2,-6%,20%,-11%,-17%
S=C(NC1CCCCC1)N1CCOCCOCCN(C(=S)NC2CCCCC2)CCOCC1,-5%,2%,5%,5%,-8,0%,-2%,483%[activator],-20%
CCOC(=O)C1=C(C)N(c2nonc2NC(C)=O)C(N)=C(C#N)C1c1ccccc1F (centres undefined),-23%,0%,-6%,17%,2,-15%,8%,-51%,-4%
COc1ccc(S(=O)(=O)NCc2cccnc2)c2ccccc12,1%,0%,8%[12.4 µM],-4%,1,17%,9%,-13%,-2%
O=C(NCC(=O)N(c1cccnc1)C(C(=O)NC1CCCC1)c1cccs1)c1cccs1 (centres undefined),6%,5%,-1%,-14%,-3,-23%,?,7%,3%

# As a short view, two of the compounds above.
SMILES,Anesthetic bind,Pol eta inh,APE1 inh,RGS4 inhibitor,LDHA inh,ERG Ets-DNA blk,POLB inh,ALOX12 inh,Pol kappa inh
COc1ccc(S(=O)(=O)NCc2cccnc2)c2ccccc12,1%,0%,8%[12.4 µM],-4%,1,17%,9%,-13%,-2%
O=C(NCC(=O)N(c1cccnc1)C(C(=O)NC1CCCC1)c1cccs1)c1cccs1 (centres undefined),6%,5%,-1%,-14%,-3,-23%,?,7%,3%

# Bioassay records deposited in PubChem BioAssay by National Center for Advancing Translational Sciences (NCATS).
